Source: PubChem BioAssay
TIM10 inh = inhibits growth of TIM10 yeast strain. S. cerevisiae TIM10 strain growth, BacTiter-Glo luminescence, 24 h. inhibition, % at 10 µM. 330,000 compounds, 1.4% hits. AID 463195;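 active = inhibition of 40% or more at the single tested concentration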;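 also: wild-type TIM10 isogenic control strain grown at permissive 25 °C; 0% = DMSO yeast wells and 100% = minimal medium wells without yeast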
tim10-1 inh = growth inhibitors of tim10-1 mutant yeast; S. cerevisiae tim10-1 ts strain growth, BacTiter-Glo, 24 h; inhibition, % at 20 µM; 330,000 compounds, 2.2% hits; AID 463190;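 active = inhibition of at least 40%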;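 also: mutant grown at 25 °C; 0% = DMSO wells with yeast and 100% = wells holding no yeast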
mIAP block = mouse IAP inhibition; purified mouse IAP, CDP-Star luminescence, 30 min; inhibition, % at 10 µM; 330,000 compounds, 0.2% hits; AID 2806;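 active = inhibition of at least 40% at 10 µM in the primary screen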;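 also: plate controls were DMSO with enzyme for no effect and no enzyme wells for full effect; values of inactives mirror those of a sister screen read the other way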
hIAP inh = blocks human intestinal alkaline phosphatase; purified IAP, CDP-Star luminescence, 30 min; inhibition, % at 10 µM; 330,000 compounds, 0.12% hits;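 active = inhibition reaching a set limit with compound at 10 µM in the primary screen, cut at about 35% in these data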;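 also: plate controls were DMSO wells with enzyme for no effect and no-enzyme buffer wells for full effect; values of inactives mirror those of a sister screen read the other way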
ATG4B inhibitor = ATG4B (human) cysteine protease inhibition. Q9Y4P1. ATG4B cleavage of LC3-PLA2, NBD-HPC fluorescence, 1 h. inhibition, % at 8.33 µM. 340,000 compounds, 0.51% hits. AID 504462; in the data active = inhibition above about 40%
mIAP act = increases mouse intestinal alkaline phosphatase activity; muIAP, CDP-Star luminescence, 30 min; active compounds read high; 1 = vehicle-only enzyme signal, 0 = enzyme-free wells; activation factor at 10 µM; 330,000 compounds, 0.24% hits; AID 2805;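 active = activation factor of at least 2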; also: the source names both 10 and 20 µM as test concentration; values of inactives mirror those of a sister screen read the other way
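also added = chemiluminescent substrate CDP-Star | test system = mouse IAP enzyme | signal = chemiluminescence readout | compound = DMSO-dissolved test compounds | incubation = 30 min at room temperature | benchmarks = DMSO wells, no-enzyme wells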
NLRP3 yeast inh = inhibitors of NALP3 inflammasome in yeast; Yeast reconstituted NLRP3/ASC/caspase-1, beta-gal luminescence, 24 h; inhibition, % at 10 µM; 330,000 compounds, 0.39% hits; AID 2825;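 active = inhibition of 50% or more; inactive = inhibition below 50%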;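 also: plate controls were induced DMSO wells for no effect and uninduced yeast grown without galactose for full effect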
hIAP act = human IAP activation. purified human IAP, CDP-Star luminescence, 30 min; active compounds read high; 1 = vehicle-only enzyme, 0 = enzyme-free background. AID 2524. activation factor at 10 µM. 330,000 compounds, 0.16% hits;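 active = activation factor of the enzyme at least 2-fold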; also: the source names both 10 and 20 µM as test concentration; values of inactives mirror those of a sister screen read the other way
Apaf1 inhib = human Apaf-1 inhibition; 330,000 compounds, 0.71% hits; O14727; reconstituted apoptosome caspase-3 activity, DEVD-Rh110 fluorescence; AID 489030; inhibition, % at 20 µM; active = inhibition of at least 40% at 20 µM;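 also: plate controls were DMSO wells for no effect and DEVD-CHO caspase inhibitor wells for full effect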
Target sequence (O14727 whole entry, looked up): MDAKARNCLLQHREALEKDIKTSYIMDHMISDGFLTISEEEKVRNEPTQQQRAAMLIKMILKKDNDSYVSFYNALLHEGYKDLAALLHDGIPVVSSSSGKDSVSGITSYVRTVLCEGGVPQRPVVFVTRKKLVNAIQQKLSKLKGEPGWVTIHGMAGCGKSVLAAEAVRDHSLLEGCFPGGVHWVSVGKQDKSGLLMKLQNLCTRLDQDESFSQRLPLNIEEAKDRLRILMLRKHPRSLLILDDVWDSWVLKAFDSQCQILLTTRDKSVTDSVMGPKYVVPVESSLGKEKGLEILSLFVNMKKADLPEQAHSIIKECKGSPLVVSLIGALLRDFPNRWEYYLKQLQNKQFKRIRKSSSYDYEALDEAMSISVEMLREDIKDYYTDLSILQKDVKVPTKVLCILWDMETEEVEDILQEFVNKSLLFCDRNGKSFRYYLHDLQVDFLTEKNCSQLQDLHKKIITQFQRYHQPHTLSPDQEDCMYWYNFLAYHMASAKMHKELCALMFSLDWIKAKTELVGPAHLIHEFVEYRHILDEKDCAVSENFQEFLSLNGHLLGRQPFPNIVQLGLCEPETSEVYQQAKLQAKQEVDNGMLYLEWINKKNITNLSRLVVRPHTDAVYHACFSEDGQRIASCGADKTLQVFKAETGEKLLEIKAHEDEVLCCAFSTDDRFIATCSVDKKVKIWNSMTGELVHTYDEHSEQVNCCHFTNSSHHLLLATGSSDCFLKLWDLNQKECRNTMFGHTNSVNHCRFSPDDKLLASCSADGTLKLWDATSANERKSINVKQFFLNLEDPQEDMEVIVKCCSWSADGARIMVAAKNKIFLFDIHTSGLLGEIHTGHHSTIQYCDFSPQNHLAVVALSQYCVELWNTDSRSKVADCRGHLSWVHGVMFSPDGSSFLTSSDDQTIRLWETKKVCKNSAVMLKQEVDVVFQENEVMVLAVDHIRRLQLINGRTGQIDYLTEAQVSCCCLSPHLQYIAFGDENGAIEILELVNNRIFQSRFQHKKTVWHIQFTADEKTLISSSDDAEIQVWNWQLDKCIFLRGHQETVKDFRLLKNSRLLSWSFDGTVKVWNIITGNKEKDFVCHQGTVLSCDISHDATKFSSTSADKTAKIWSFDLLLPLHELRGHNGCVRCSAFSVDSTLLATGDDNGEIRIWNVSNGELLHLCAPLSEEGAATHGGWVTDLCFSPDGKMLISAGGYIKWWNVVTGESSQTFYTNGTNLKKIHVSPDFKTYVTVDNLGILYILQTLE
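Material: reconstituted apoptosome with Apaf-1, cytochrome c, caspase-9, procaspase-3, dATP; medium: pH 7.5 Hepes buffer with CHAPS, BSA, DTT; also added: cytochrome c and DEVD-Rh110 substrate; timing: 30 min plus 50 min, RT; signal: Rh110 fluorescence intensity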
* = called active by the depositor. No enrichment for hits, and some 4.5% of all compounds hit somewhere here.

SMILES | TIM10 inh | tim10-1 inh | mIAP block | hIAP inh | ATG4B inhibitor | mIAP act | NLRP3 yeast inh | hIAP act | Apaf1 inhib
CCO[C@@H]1OC(C(=O)N2CCN(Cc3ccccc3)CC2)=C[C@H](c2ccc(Br)cc2)[C@H]1CCCO | 9.5 | 14.1 | -5.2 | -4.3 | -10.2 | 1.05 | 21.2 | 1.04 | 25.0
Cc1ccc(NS(=O)(=O)c2ccccc2Cl)c2c1CC(C)(C)O2 | 12.8 | 38.9 | 2.9 | -20.3 | 1.8 | 0.971 | 20.4 | 1.2 | 2.8
CCOC(=O)NNC(=O)C1CCC(C)CC1 (stereo not given) | 0.8 | 2.9 | 10.9 | -5.3 | -1.0 | 0.891 | 7.4 | 1.05 | -10.4
Cn1cc(C(=O)c2ccc(Cl)cc2Cl)cc1C(=O)N/N=C(\N)COc1ccccc1 | 4.6 | 17.3 | 13.4 | -13.7 | -5.5 | 0.866 | 6.2 | 1.14 | 2.6
CCCN(CCC)C(=S)NC1CC2C=CC1C2 (stereo not given) | 24.9 | 30.1 | 5.9 | 3.3 | -3.8 | 0.941 | 2.2 | 0.966 | -4.7
C/C(=N/NC(=O)c1ccc(Br)s1)c1ccncc1 | -0.7 | 9.0 | 0.1 | -13.9 | -2.8 | 0.999 | 22.5 | 1.14 | 8.8
CCN(CC)CCNc1ncnc2c1sc1nc(N3CCOCC3)c3c(c12)CC(C)(C)SC3 | 25.2 | 21.2 | 6.4 | 21.8 | -3.1 | 0.936 | 18.5 | 0.782 | 12.7
CC(C)Cn1c(-c2ccc(Br)o2)n[nH]c1=S | 15.7 | 20.6 | -8.6 | 15.5 | 2.7 | 1.09 | 12.6 | 0.845 | 1.1
CCN(CC)S(=O)(=O)c1ccc(OCC(=O)NC(=O)c2ccccc2OC)c([N+](=O)[O-])c1 | 3.0 | 6.4 | 7.0 | -7.2 | -10.7 | 0.93 | 22.1 | 1.07 | 7.6
CCN(CC)S(=O)(=O)c1cccc(NC(=O)COC(=O)CNC(=O)c2cccc(F)c2)c1 | -19.4 | 4.7 | 1.5 | -0.3 | -7.7 | 0.985 | -1.6 | 1 | -10.1
Cc1nc(CNS(=O)(=O)c2ccccc2F)cs1 | -9.0 | -0.1 | 4.9 | -0.4 | -9.0 | 0.951 | 11.4 | 1 | -6.9
COc1ccc(CNC(=O)CCC(=O)Nc2ccc(Cl)cc2)cc1 | 0.8 | -5.6 | 3.9 | 10.6 | 5.8 | 0.961 | 12.1 | 0.894 | -0.4
N#Cc1ccsc1NC(=O)CCN1C(=O)C2CCCCC2C1=O (stereo not given) | -7.4 | 11.0 | -7.1 | -7.6 | -2.0 | 1.07 | 4.3 | 1.08 | 8.6
COc1cccc(NC(=O)CCc2c(C)nn(-c3ccc(N4CCOCC4)nn3)c2C)c1 | 12.1 | -12.6 | 4.9 | -17.5 | 3.1 | 0.951 | 2.3 | 1.18 | -6.4
CCn1cc(S(=O)(=O)CC(=O)Nc2cccc(C)c2)c2ccccc21 | -9.6 | 13.5 | -3.6 | 10.6 | -9.3 | 1.04 | 17.6 | 0.894 | -1.6
O=C(Nc1ccc(-c2nc3cccnc3s2)cc1)c1ccco1 | -15.2 | -52.3 | 1.2 | 3.4 | -2.0 | 0.988 | 51.4* | 0.966 | 12.3
O=[N+]([O-])c1ccc(CSc2ccc(S(=O)(=O)N3CCCCC3)cn2)cc1 | 15.7 | 15.0 | 6.1 | -10.8 | -47.7 | 0.939 | 18.6 | 1.11 | -6.6
CCN(CC)S(=O)(=O)N1CCC(C(=O)NC2CCCC2)CC1 | 18.7 | 4.1 | 9.0 | -9.5 | -3.5 | 0.91 | 4.9 | 1.09 | -8.0
Cc1c(NC(=O)CCCOc2ccccc2)cccc1[N+](=O)[O-] | 17.6 | 16.2 | 1.7 | -18.4 | -6.8 | 0.983 | 39.4 | 1.18 | 9.9
COc1cc(CN2CCNC(=O)C2CC(=O)NCCCC2CCCC2)cc(OC)c1 (stereo not given) | 10.7 | 24.7 | -0.9 | -7.5 | 20.7 | 1.01 | 10.0 | 1.07 | 4.8
Cc1ccc2cc(CN(CC3CCCO3)C(=S)Nc3ccccc3)c(=O)[nH]c2c1C (stereo not given) | 4.4 | 17.9 | 1.6 | 7.0 | 5.6 | 0.984 | 21.2 | 0.93 | 2.1
Cc1cccc(C)c1Oc1nc(-c2ccccc2)ncc1S(=O)(=O)c1ccccc1 | -4.0 | -8.2 | 0.0 | 1.1 | 4.5 | 1 | 14.4 | 0.99 | -5.6
Cc1cc(C)nc(NC(N)=S)n1 | -4.1 | 11.3 | -6.5 | -2.3 | -7.2 | 1.06 | 2.4 | 1.02 | -18.4
S=c1[nH]nc(-c2cccnc2)n1C1CCCCC1 | -11.7 | -6.5 | 2.4 | -1.6 | 4.1 | 0.976 | 16.9 | 1.02 | -2.8
COc1ccc(Cl)cc1NC(=O)CC(=O)Nc1cc(Cl)ccc1OC | 2.9 | 5.9 | -0.9 | -11.2 | -5.0 | 1.01 | 14.9 | 1.11 | 9.1
CCN1CCN(c2c(S(=O)(=O)c3ccc(C)c(C)c3)cnc3ccc(F)cc23)CC1 | -2.1 | 13.2 | 9.1 | 10.6 | 2.9 | 0.909 | -4.4 | 0.894 | 9.4
CC(=O)Nc1cc(NC(C)=O)c2nc(N)sc2c1 | -0.8 | 1.2 | 4.4 | 14.0 | -7.2 | 0.956 | 2.0 | 0.86 | -21.8
Cc1c(N2C(=O)CS/C2=N\N=C\c2ccc(Cl)cc2)c(=O)n(-c2ccccc2)n1C | 6.0 | 11.4 | -3.4 | -10.9 | 2.3 | 1.03 | 9.1 | 1.11 | -0.1
CCCN1C2CCCC1CC(NC(=O)c1cc(OC)c(OC)c(OC)c1)C2 (stereo not given) | 0.0 | 0.2 | -7.1 | 15.3 | 1.9 | 1.07 | 12.2 | 0.847 | 11.6
Cc1ccc(C(=O)NC2=NCCS2)cc1Cl | 15.3 | -21.3 | 4.5 | -5.2 | -4.4 | 0.955 | 22.2 | 1.05 | -0.1
COC(=O)C(C)Sc1nc2c(c(=O)[nH]c(=O)n2C)n1CCC(C)C (stereo not given) | -10.7 | 14.0 | -6.5 | 6.1 | -3.1 | 1.06 | 17.6 | 0.939 | 10.7
Cc1c(C(=O)OCCN2CCCCC2)oc2ccccc12 | 0.5 | 4.5 | 1.2 | 10.5 | -11.2 | 0.988 | 0.7 | 0.895 | 1.1
O=c1[nH]c(C2CCCN(S(=O)(=O)c3ccc(F)cc3)C2)nc2c1nnn2Cc1ccccc1 (stereo not given) | 5.2 | 8.6 | 12.4 | 3.2 | -20.6 | 0.876 | 9.2 | 0.968 | 6.2
Cc1c(NC(=O)CCC2CCCCC2)cc(C(=O)N2CCOCC2)cc1[N+](=O)[O-] | -1.1 | 12.3 | 0.5 | 12.8 | -3.0 | 0.995 | -0.4 | 0.872 | 0.5
Cc1noc(C)c1C(=O)NCc1ccccc1Br | -11.5 | -0.9 | 16.0 | 3.2 | -1.5 | 0.84 | -5.5 | 0.968 | -7.5
CCCCC(=O)OCC(=O)Nc1ccc(SC(F)F)cc1 | 7.9 | 15.4 | -4.6 | 3.9 | -8.2 | 1.05 | 21.5 | 0.961 | -10.8
Fc1ccc(NC(=S)Nc2cccnc2)cc1Cl | -15.2 | -19.2 | -14.2 | -14.6 | 21.5 | 1.14 | 11.6 | 1.15 | 7.9
CCOc1cc(S(=O)(=O)n2ccnc2)ccc1Cl | 11.0 | 9.5 | 4.5 | -1.0 | -4.4 | 0.955 | 15.3 | 1.01 | -3.7
COc1ccc(N2CCc3c(C)nc4c(OC)cccc4c32)cc1 | 18.8 | 11.9 | -10.4 | 11.2 | -2.4 | 1.1 | 9.0 | 0.888 | -13.4
CCNc1nc(C)c2cc(Br)c(=O)n(CC)c2n1 | 11.4 | 14.6 | 4.8 | 13.8 | -5.0 | 0.951 | 1.7 | 0.862 | -6.5

Among those listed so far, 3 have a thiophene ring, fused or not.
SMILES | TIM10 inh | tim10-1 inh | mIAP block | hIAP inh | ATG4B inhibitor | mIAP act | NLRP3 yeast inh | hIAP act | Apaf1 inhib
C/C(=N/NC(=O)c1ccc(Br)s1)c1ccncc1 | -0.7 | 9.0 | 0.1 | -13.9 | -2.8 | 0.999 | 22.5 | 1.14 | 8.8
CCN(CC)CCNc1ncnc2c1sc1nc(N3CCOCC3)c3c(c12)CC(C)(C)SC3 | 25.2 | 21.2 | 6.4 | 21.8 | -3.1 | 0.936 | 18.5 | 0.782 | 12.7
N#Cc1ccsc1NC(=O)CCN1C(=O)C2CCCCC2C1=O (stereo not given) | -7.4 | 11.0 | -7.1 | -7.6 | -2.0 | 1.07 | 4.3 | 1.08 | 8.6

Remaining list, next part:
SMILES | TIM10 inh | tim10-1 inh | mIAP block | hIAP inh | ATG4B inhibitor | mIAP act | NLRP3 yeast inh | hIAP act | Apaf1 inhib
O=C(N/N=C/c1ccccc1OC(=O)c1ccc2c(c1)OCO2)c1cccc(F)c1 | 15.0 | 17.2 | 9.2 | -39.6 | -3.9 | 0.908 | 24.4 | 1.4 | 6.5
COc1ccc(Cn2c(=S)[nH]c3ccccc3c2=O)cc1 | 12.6 | -16.0 | -1.2 | -16.7 | 8.0 | 1.01 | 20.6 | 1.17 | -1.1
COc1ccccc1CN1CC(C(=O)NCc2cccnc2)CC1=O (stereo not given) | 0.9 | -4.1 | -9.3 | -3.0 | 3.5 | 1.09 | 3.0 | 1.03 | -2.0
COc1cc(/C=C(\C#N)c2nc3ccccc3[nH]2)cc(Br)c1OCc1ccccc1 | 19.2 | -4.0 | 7.8 | 21.0 | 10.7 | 0.922 | 13.7 | 0.79 | 8.2
Oc1[nH]c2ccc(Br)cc2c1N=Nc1ccc(C(F)(F)F)cn1 | 30.6 | 35.0 | 8.8 | -5.3 | -12.5 | 0.912 | 24.6 | 1.05 | 23.7
Cc1ccc2nc(-c3ccc(NC(=S)NC(=O)CC(C)C)cc3)sc2c1 | -4.6 | 32.0 | 5.5 | 1.2 | -3.4 | 0.945 | 17.2 | 0.988 | 6.5
CCOc1ccc2nc(N/C(N)=N/C(=S)Nc3ccc(C)c(C)c3)nc(C)c2c1 | 25.5 | 15.1 | 5.1 | 3.1 | -6.5 | 0.949 | 21.2 | 0.969 | -18.0
O=C(O)C1C2C=CC(C2)C1C(=O)Nc1nccs1 (stereo not given) | -3.8 | 13.0 | 3.9 | 10.5 | -5.1 | 0.961 | -2.2 | 0.895 | 4.5
O=S(=O)(NNc1ccc(Cl)nn1)c1ccc(F)cc1 | 0.0 | -20.5 | 2.7 | 13.0 | 1.2 | 0.973 | 12.2 | 0.87 | -4.1
CCOC(=O)c1sc(NC(=O)C2CCCCC2)nc1C | 23.6 | 13.5 | -8.0 | -16.8 | -12.9 | 1.08 | 22.4 | 1.17 | 0.8
O=C(Cn1cnc2ccccc21)N/N=C/c1cccnc1 | 6.3 | -8.6 | -5.5 | 9.6 | -9.7 | 1.05 | 0.3 | 0.904 | 7.2
O=S(=O)(c1cccc(Cn2nnc(-c3ccc(F)cc3)n2)c1)N1CCOCC1 | 7.8 | 16.4 | -1.0 | -0.6 | -9.1 | 1.01 | 25.3 | 1.01 | 3.3
CC1CCN(C(=O)CSc2nnc(CNC(=O)c3ccc(F)cc3)o2)CC1 | -0.6 | -13.9 | 1.9 | 4.4 | -2.1 | 0.981 | 17.6 | 0.956 | -6.9
COc1ccc(-c2cc(C(=O)NC3CCCC3)no2)cc1 | 7.1 | -3.8 | 4.4 | 5.2 | 0.5 | 0.956 | 27.2 | 0.948 | 2.8
